VLA-4 inh: inhibition in human VLA-4 binding assay, primary screen, VLA-4 allosteric modulator project, MLPCN library, flow cytometry, VLA-4 expressing cells. Integrin alpha-4 (Homo sapiens), P13612. hit rate 0.2% among 330,000. inhibition, % (about 7 µM as worked out from the volumes in the protocol). AID 2557, 2010. ligand binding flow cytometry; in the data active = inhibition above about 50%
MEP2-GFP yeast: modulators of MEP2-GFP levels in yeast, primary screen, S. cerevisiae, multiplex flow cytometry, MLPCN library | S. cerevisiae MEP2-GFP strain, 3 h; 100% = DMSO control level | GFP response vs DMSO, % at 10 µM | hit rate 0.51% among 330,000;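 active = GFP response versus DMSO above a set limit, roughly screen mean plus 3 SD, cut at about 180% in these data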;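 note: median GFP fluorescence of the barcode-gated MEP2-GFP cells per well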
RPL19A TOR yeast: RPL19A-GFP expression modulators in yeast, primary screen, cell-based, S. cerevisiae, multiplex flow cytometry, MLPCN; S. cerevisiae RPL19A-GFP strain, 3 h; stronger effect = lower value; percent response vs DMSO, % at 10 µM; hit rate 0.3% among 330,000;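 active = percent response vs DMSO below 50%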;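 note: median channel GFP fluorescence of the barcoded RPL19A-GFP strain; ratio of sample median GFP to plate DMSO average so 100% = DMSO; lower means less RPL19A-GFP as with rapamycin TOR inhibition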
Yeast superoxide: reduction of superoxide in aged yeast, primary screen, HTS; hit rate 0.18% among 330,000; S. cerevisiae aged cells, superoxide DHE fluorescence; stronger effect = lower value; AID 2690, 2010; superoxide response (% of plate mean), % at 10 µM;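 active = superoxide response under a set limit, about three screen SD below normal, cut at about 65% in these data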;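 note: yeast aged for seven days with compound at 30 °C before DHE staining; 100% = average MFI of all compound-treated wells on the plate with controls excluded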
CIT2 TOR yeast: modulators of CIT2-GFP expression in yeast, primary screen, S. cerevisiae, GFP fusion, multiplex flow cytometry, MLPCN library; GFP response vs DMSO, % at 10 µM; hit rate 0.065% among 320,000; S. cerevisiae CIT2-GFP strain, 3 h; 100 means same as DMSO wells;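 active = GFP response relative to DMSO above a set limit, near the screen mean plus 3 SD, cut at about 150% in these data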;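 note: ratio of well median GFP fluorescence to mean of DMSO wells on the plate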
LAP4-GFP MLPCN: modulators of LAP4-GFP expression in yeast, primary screen, S. cerevisiae, multiplex flow cytometry, MLPCN library. GFP response vs DMSO, % at 10 µM. hit rate 0.34% among 320,000. 3 h; median GFP as percent of DMSO wells;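 active = GFP response vs DMSO above a set limit, about the screen mean plus 3 SD, cut at about 150% in these data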
GRK2 aptamer HTS: compounds blocking aptamer binding on GRK2 – biochemical, human GRK2, bead flow cytometry, HTS, primary screen | Beta-adrenergic receptor kinase 1 (Homo sapiens), P25098 | FAM-aptamer displacement from GRK2 | inhibition of aptamer binding, % at 10 µM | hit rate 0.59% among 330,000 | AID 488847, 2010;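 active = inhibition of aptamer binding above 40%, roughly 3 SD of noise, on plates passing a quality check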;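 note: median bead fluorescence of bound FAM aptamer so fluorescent compounds give negative values; no value below 0 was filed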
Target sequence (P25098 whole entry, looked up): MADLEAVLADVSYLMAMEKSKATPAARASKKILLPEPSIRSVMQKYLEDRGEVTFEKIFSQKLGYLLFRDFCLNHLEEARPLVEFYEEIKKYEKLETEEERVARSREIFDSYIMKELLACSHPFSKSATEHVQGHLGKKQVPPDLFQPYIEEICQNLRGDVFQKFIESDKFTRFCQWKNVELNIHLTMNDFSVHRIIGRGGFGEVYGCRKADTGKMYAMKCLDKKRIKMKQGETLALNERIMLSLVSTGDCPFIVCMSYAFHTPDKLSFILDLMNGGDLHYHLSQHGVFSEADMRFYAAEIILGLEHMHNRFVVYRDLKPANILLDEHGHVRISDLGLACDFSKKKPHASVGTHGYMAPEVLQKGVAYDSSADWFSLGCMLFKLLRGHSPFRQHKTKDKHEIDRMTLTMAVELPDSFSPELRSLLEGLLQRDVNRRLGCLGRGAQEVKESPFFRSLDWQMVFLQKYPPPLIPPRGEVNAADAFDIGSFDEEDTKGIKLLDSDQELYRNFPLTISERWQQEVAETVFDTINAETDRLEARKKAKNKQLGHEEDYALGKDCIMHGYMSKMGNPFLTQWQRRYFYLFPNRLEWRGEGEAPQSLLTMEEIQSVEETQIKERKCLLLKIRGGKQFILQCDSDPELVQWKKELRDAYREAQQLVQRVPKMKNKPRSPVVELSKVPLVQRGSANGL
AGP1 TOR yeast: modulators of AGP1-GFP expression in yeast TOR pathway, primary screen, cell-based, multiplex flow cytometry, S. cerevisiae, MLPCN library. 3 h; GFP as percent of DMSO wells. GFP response vs DMSO, % at 10 µM. hit rate 0.02% among 320,000. AID 2066, 2009;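 active = GFP response relative to DMSO above a set limit, near screen average plus 3 SD, cut at about 150% in these data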;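 note: median GFP channel fluorescence of the gated AGP1 strain per well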
* = called active by the depositor. Outcome played no part in choosing rows. About 1.7% of those tested had a hit in this group.

CCOC(=O)c1ccc(NC(=O)C2CCCN(S(=O)(=O)c3ccc(F)cc3)C2)cc1 (stereo unspecified) was read as VLA-4 inh -11, MEP2-GFP yeast 96, RPL19A TOR yeast 89, Yeast superoxide 106, CIT2 TOR yeast 84, LAP4-GFP MLPCN 88 and GRK2 aptamer HTS 1.
For Cc1c(CCC(=O)O)c(=O)oc2cc3oc4c(c3cc12)CCCC4 the results were VLA-4 inh 9, MEP2-GFP yeast 101, RPL19A TOR yeast 111, Yeast superoxide 124, CIT2 TOR yeast 92, LAP4-GFP MLPCN 111, GRK2 aptamer HTS 0 and AGP1 TOR yeast 91.
Screening CCOC(=O)CSc1nc2c(sc(=S)n2-c2ccc(CC)cc2)c(=O)[nH]1 returned VLA-4 inh -9, MEP2-GFP yeast 108, RPL19A TOR yeast 104, Yeast superoxide 102, CIT2 TOR yeast 100, LAP4-GFP MLPCN 107, GRK2 aptamer HTS 0 and AGP1 TOR yeast 100.
For CCc1noc(C)c1C(=O)OCC(=O)N1CCc2ccccc21 the results were VLA-4 inh -2, MEP2-GFP yeast 101, RPL19A TOR yeast 95, Yeast superoxide 89, CIT2 TOR yeast 93, LAP4-GFP MLPCN 106, GRK2 aptamer HTS 0 and AGP1 TOR yeast 98.
CCOC(=O)/C(=N\Nc1cc(Cl)ccc1Cl)N1CC(C)OC(C)C1 (stereo unspecified) was read as VLA-4 inh 20, MEP2-GFP yeast 96, RPL19A TOR yeast 100, Yeast superoxide 108, CIT2 TOR yeast 108, LAP4-GFP MLPCN 90, GRK2 aptamer HTS 7 and AGP1 TOR yeast 106.
For CC1CCCCN1S(=O)(=O)c1cccc(S(=O)(=O)N2CCOCC2)c1 (stereo unspecified) the results were VLA-4 inh 12, MEP2-GFP yeast 91, RPL19A TOR yeast 96, Yeast superoxide 106, CIT2 TOR yeast 92, LAP4-GFP MLPCN 88, GRK2 aptamer HTS 0 and AGP1 TOR yeast 100.
For Cc1ccc(C2NC(c3ccc(C)cc3)C([N+](=O)[O-])C(C)(C)C2[N+](=O)[O-])cc1 (stereo unspecified) the results were VLA-4 inh 5, MEP2-GFP yeast 100, RPL19A TOR yeast 98, Yeast superoxide 89, CIT2 TOR yeast 96, LAP4-GFP MLPCN 101, GRK2 aptamer HTS 0 and AGP1 TOR yeast 95.
Screening CN(C)C(CNC(=O)c1ccc(S(=O)(=O)Nc2ccccc2F)cc1)c1ccccc1 (stereo unspecified) returned VLA-4 inh -4, MEP2-GFP yeast 104, RPL19A TOR yeast 103, Yeast superoxide 81, CIT2 TOR yeast 102, LAP4-GFP MLPCN 90, GRK2 aptamer HTS 2 and AGP1 TOR yeast 94.
For CCCNS(=O)(=O)c1ccc(OCC(=O)Nc2ccccc2F)cc1 the results were VLA-4 inh 9, MEP2-GFP yeast 109, RPL19A TOR yeast 105, Yeast superoxide 96, CIT2 TOR yeast 106, LAP4-GFP MLPCN 101, GRK2 aptamer HTS 0 and AGP1 TOR yeast 107.
For Cn1c[n+](C)cc1-c1ccc(/C(N)=N/O)cc1 the results were VLA-4 inh 5, MEP2-GFP yeast 102, RPL19A TOR yeast 100, Yeast superoxide 106, CIT2 TOR yeast 111, LAP4-GFP MLPCN 102, GRK2 aptamer HTS 0 and AGP1 TOR yeast 103.
Screening Cc1ccc(C(=O)NNC(=O)c2cc(C)nc3ccccc23)cc1 returned VLA-4 inh -5, MEP2-GFP yeast 110, RPL19A TOR yeast 97, Yeast superoxide 108, CIT2 TOR yeast 97, LAP4-GFP MLPCN 99, GRK2 aptamer HTS 1 and AGP1 TOR yeast 94.
Screening CN(C)c1nc(C(=O)Nc2ccccc2)nc(N(C)C)n1 returned VLA-4 inh 3, MEP2-GFP yeast 104, RPL19A TOR yeast 101, Yeast superoxide 95, LAP4-GFP MLPCN 105, GRK2 aptamer HTS 30 and AGP1 TOR yeast 100.
Screening COCCN1C(=O)c2[nH]nc(-c3ccccc3O)c2C1c1ccc(OC)cc1 (stereo unspecified) returned VLA-4 inh 8, MEP2-GFP yeast 100, RPL19A TOR yeast 96, Yeast superoxide 101, CIT2 TOR yeast 94, LAP4-GFP MLPCN 95, GRK2 aptamer HTS 1 and AGP1 TOR yeast 100.
CCOC(=O)c1c(NC(=O)C2C3C=CC(CC3)C2C(=O)O)sc(C)c1CC (stereo unspecified) was read as VLA-4 inh 0, MEP2-GFP yeast 94, RPL19A TOR yeast 97, Yeast superoxide 101, CIT2 TOR yeast 89, LAP4-GFP MLPCN 110, GRK2 aptamer HTS 3 and AGP1 TOR yeast 99.
COCCCNS(=O)(=O)c1ccc2c(c1)OCCO2 was read as VLA-4 inh -7, MEP2-GFP yeast 103, RPL19A TOR yeast 98, Yeast superoxide 122, CIT2 TOR yeast 95, LAP4-GFP MLPCN 100, GRK2 aptamer HTS 0 and AGP1 TOR yeast 99.

The closing four records of the section above come first, to join the parts.
Screening CN(C)c1nc(C(=O)Nc2ccccc2)nc(N(C)C)n1 returned VLA-4 inh 3, MEP2-GFP yeast 104, RPL19A TOR yeast 101, Yeast superoxide 95, LAP4-GFP MLPCN 105, GRK2 aptamer HTS 30 and AGP1 TOR yeast 100.
Screening COCCN1C(=O)c2[nH]nc(-c3ccccc3O)c2C1c1ccc(OC)cc1 (stereo unspecified) returned VLA-4 inh 8, MEP2-GFP yeast 100, RPL19A TOR yeast 96, Yeast superoxide 101, CIT2 TOR yeast 94, LAP4-GFP MLPCN 95, GRK2 aptamer HTS 1 and AGP1 TOR yeast 100.
CCOC(=O)c1c(NC(=O)C2C3C=CC(CC3)C2C(=O)O)sc(C)c1CC (stereo unspecified) was read as VLA-4 inh 0, MEP2-GFP yeast 94, RPL19A TOR yeast 97, Yeast superoxide 101, CIT2 TOR yeast 89, LAP4-GFP MLPCN 110, GRK2 aptamer HTS 3 and AGP1 TOR yeast 99.
COCCCNS(=O)(=O)c1ccc2c(c1)OCCO2 was read as VLA-4 inh -7, MEP2-GFP yeast 103, RPL19A TOR yeast 98, Yeast superoxide 122, CIT2 TOR yeast 95, LAP4-GFP MLPCN 100, GRK2 aptamer HTS 0 and AGP1 TOR yeast 99.
`COc1ccc(-c2noc(CCCC(=O)NC3CCCCC3)n2)cc1OC` gave VLA-4 inh 8, MEP2-GFP yeast 105, RPL19A TOR yeast 105, Yeast superoxide 102, CIT2 TOR yeast 114, LAP4-GFP MLPCN 92, GRK2 aptamer HTS 0 and AGP1 TOR yeast 109.
`Cc1ccc(S(=O)(=O)N(C)CC(=O)NNC(=O)Cc2cccc(F)c2)cc1` gave VLA-4 inh -6, MEP2-GFP yeast 99, RPL19A TOR yeast 97, Yeast superoxide 102, CIT2 TOR yeast 100, LAP4-GFP MLPCN 105, GRK2 aptamer HTS 0 and AGP1 TOR yeast 102.
`CC(C)c1ccc(OCC(O)CN2CCN(c3ccccc3)CC2)cc1` (stereo unspecified) gave VLA-4 inh 6, MEP2-GFP yeast 112, RPL19A TOR yeast 102, Yeast superoxide 108, CIT2 TOR yeast 106, LAP4-GFP MLPCN 106, GRK2 aptamer HTS 0 and AGP1 TOR yeast 107.
Cc1nc2cc(-c3cccc(F)c3)nn2c(C)c1CCC(=O)NC(C)c1ccc2c(c1)OCCO2 (stereo unspecified) was read as VLA-4 inh 33, MEP2-GFP yeast 107, RPL19A TOR yeast 102, Yeast superoxide 100, CIT2 TOR yeast 99, LAP4-GFP MLPCN 109, GRK2 aptamer HTS 0 and AGP1 TOR yeast 105.
C=CCN1C2CCCC1CC(NC(=O)Nc1cc(C)cc(C)c1)C2 (stereo unspecified) was read as VLA-4 inh -10, MEP2-GFP yeast 99, RPL19A TOR yeast 102, Yeast superoxide 106, CIT2 TOR yeast 92, LAP4-GFP MLPCN 96, GRK2 aptamer HTS 0 and AGP1 TOR yeast 104.
For CSc1cccc(NC(=O)c2c(Cl)cnn2C)c1 the results were VLA-4 inh 3, MEP2-GFP yeast 107, RPL19A TOR yeast 101, Yeast superoxide 102, CIT2 TOR yeast 95, LAP4-GFP MLPCN 113, GRK2 aptamer HTS 2 and AGP1 TOR yeast 96.
Screening O=S(=O)(NNc1nccc(C(F)(F)F)n1)c1cccc(Cl)c1Cl returned VLA-4 inh 6, MEP2-GFP yeast 98, RPL19A TOR yeast 98, Yeast superoxide 83, CIT2 TOR yeast 97, LAP4-GFP MLPCN 106, GRK2 aptamer HTS 3 and AGP1 TOR yeast 93.
Screening O=C1Cc2cc(NS(=O)(=O)c3ccc(F)cc3)cc3c2N1CCC3 returned VLA-4 inh 4, MEP2-GFP yeast 103, RPL19A TOR yeast 104, Yeast superoxide 96, CIT2 TOR yeast 109, LAP4-GFP MLPCN 98, GRK2 aptamer HTS 0 and AGP1 TOR yeast 113.
COc1cccc(NC(=S)N(CCCN2CCOCC2)Cc2cn(C)c3ccccc23)c1 was read as VLA-4 inh -3, MEP2-GFP yeast 96, RPL19A TOR yeast 94, Yeast superoxide 93, CIT2 TOR yeast 99, LAP4-GFP MLPCN 94, GRK2 aptamer HTS 1 and AGP1 TOR yeast 95.
Screening O=C1Nc2ccccc2N(O)N1c1cc(-c2cccc(Cl)c2)no1 returned VLA-4 inh 20, MEP2-GFP yeast 107, RPL19A TOR yeast 98, Yeast superoxide 124, CIT2 TOR yeast 92, LAP4-GFP MLPCN 95, GRK2 aptamer HTS 2 and AGP1 TOR yeast 104.
`Cn1c(=O)c2c(nc(SCCN3CCOCC3)n2C)n(C)c1=O` gave VLA-4 inh 16, MEP2-GFP yeast 106, RPL19A TOR yeast 106, Yeast superoxide 103, CIT2 TOR yeast 101, LAP4-GFP MLPCN 88, GRK2 aptamer HTS 2 and AGP1 TOR yeast 94.
For CSc1ccccc1C(=O)Nc1ccc2c(c1)OCO2 the results were VLA-4 inh 6, MEP2-GFP yeast 99, RPL19A TOR yeast 96, Yeast superoxide 95, CIT2 TOR yeast 93, LAP4-GFP MLPCN 106, GRK2 aptamer HTS 3 and AGP1 TOR yeast 102.
For O=c1nc2ccccc2c2n1CC(CN1CCN(Cc3ccccc3)CC1)N2 (stereo unspecified) the results were VLA-4 inh 17, MEP2-GFP yeast 99, RPL19A TOR yeast 98, Yeast superoxide 108, CIT2 TOR yeast 94, LAP4-GFP MLPCN 100, GRK2 aptamer HTS 0 and AGP1 TOR yeast 98.
`Cc1cc(NC(=O)/C=C/c2cccc(Cl)c2)n(-c2nc3ccccc3[nH]2)n1` gave VLA-4 inh 0, MEP2-GFP yeast 102, RPL19A TOR yeast 105, Yeast superoxide 109, CIT2 TOR yeast 100, LAP4-GFP MLPCN 100, GRK2 aptamer HTS 0 and AGP1 TOR yeast 107.
Screening NC(=O)CN1N=C(c2cc(Cl)sc2Cl)CSC1=O returned VLA-4 inh 2, MEP2-GFP yeast 106, RPL19A TOR yeast 97, Yeast superoxide 100, CIT2 TOR yeast 99, LAP4-GFP MLPCN 97, GRK2 aptamer HTS 2 and AGP1 TOR yeast 103.
`Cc1ccc(NC(=O)COc2ccc(-n3ccnc3)cc2)cc1Cl` gave VLA-4 inh 14, MEP2-GFP yeast 125, RPL19A TOR yeast 97, Yeast superoxide 102, CIT2 TOR yeast 97, LAP4-GFP MLPCN 108, GRK2 aptamer HTS 0 and AGP1 TOR yeast 100.
Cc1ccc(NC2=CC(=O)CC(C)(C)C2)cc1F was read as VLA-4 inh 8, MEP2-GFP yeast 104, RPL19A TOR yeast 100, Yeast superoxide 99, CIT2 TOR yeast 99, LAP4-GFP MLPCN 100, GRK2 aptamer HTS 2 and AGP1 TOR yeast 88.
